SENP6 inh = blocks the human protease SENP6; Q9GZR1; Recombinant SENP6 catalytic domain, aminoluciferin luminescence; inhibition, % at 10 µM; actives 1.8% (n = 330,000); AID 2599;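 active = inhibition above about 50% at the single tested dose, limit read from the data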;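 note: plate controls were DMSO wells with enzyme for no effect and DMSO wells lacking enzyme for full effect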
UBC13 polyUb = human UBC13 polyubiquitination inhibition. UBC13 polyubiquitin chain formation, TR-FRET. inhibition, % at 20 µM. actives 0.47% (n = 330,000). AID 485273; in the data active = inhibition above about 45%, passing the limit was not always enough
Target sequence (P61088 whole entry, looked up): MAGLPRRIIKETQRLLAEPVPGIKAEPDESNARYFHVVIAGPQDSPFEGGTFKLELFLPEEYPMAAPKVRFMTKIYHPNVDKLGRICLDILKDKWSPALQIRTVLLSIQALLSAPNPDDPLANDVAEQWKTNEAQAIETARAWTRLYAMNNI
PfG6PD inh = PfG6PD (Plasmodium falciparum) enzyme inhibition. PfGluPho enzyme, NADPH resazurin-diaphorase fluorescence. actives 0.78% (n = 350,000). AID 504690. inhibition, % at 20 µM;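 active = inhibition reaching at least a set limit at 20 µM in the primary screen, cut at about 59% in these data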;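 note: 0% = DMSO wells with substrate and 100% = DMSO wells lacking glucose-6-phosphate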
SENP1 inh = SENP1 (human) catalytic domain inhibition. Q9P0U3. recombinant SENP1 catalytic domain, CyPet-SUMO1-YPet FRET cleavage. inhibition, % at 10 µM. actives 0.21% (n = 360,000). AID 624204;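 active = inhibition at least 30% at 10 µM, raw YFP signal under a set limit, fluorescence ratio 0.5 to 1.5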;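 note: 0% = enzyme with DMSO and 100% = no enzyme wells; some results filed as inactive read as strong as hits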
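Compound: 10 µM single point, 0.5% DMSO; Test system: hSENP1 catalytic domain, recombinant; Timing: 50 min reaction at room temperature; Technique: FRET, CFP and YFP emission; Control set: no-enzyme wells low, DMSO-plus-enzyme wells high control.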
SENP8 block-1 = blocks human SENP8 cleavage of Nedd8 substrate. Q96LD8. recombinant SENP8, Nedd8 substrate fluorescence. inhibition, % at 20 µM. actives 0.64% (n = 360,000). AID 602440; in the data active = inhibition mostly above about 40%, no sharp cut-off; inactive = mostly below about 27%
SENP8 block-2 = SENP8 protease inhibition; actives 1.2% (n = 330,000); AID 2540; purified SENP8, Z-RLRGG-aminoluciferin cleavage, luminescence; inhibition, % at 10 µM; in the data active = inhibition above about 50%
SENP7 block = SENP7 protease inhibition; Q9BQF6; recombinant SENP7, Z-RLRGG-aminoluciferin luminescence, 40 min; inhibition, % at 5 µM; actives 1.5% (n = 330,000);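 active = inhibition above about 50% at the single test dose, limit read from the data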;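 note: plate controls were DMSO with enzyme for no effect and no enzyme buffer wells for full effect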
HKDC1 inh = inhibitors of human hexokinase HKDC1; inhibition, % at 20 µM; Q2TB90; actives 0.16% (n = 340,000); AID 493160; recombinant HKDC1, G6PDH/diaphorase resazurin coupled fluorescence;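 active = inhibition above about 35% when tested at 20 µM, limit read from the data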;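 note: plate controls were DMSO wells with enzyme for no effect and DMSO wells lacking enzyme for full effect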
Target sequence (Q2TB90 whole entry, looked up): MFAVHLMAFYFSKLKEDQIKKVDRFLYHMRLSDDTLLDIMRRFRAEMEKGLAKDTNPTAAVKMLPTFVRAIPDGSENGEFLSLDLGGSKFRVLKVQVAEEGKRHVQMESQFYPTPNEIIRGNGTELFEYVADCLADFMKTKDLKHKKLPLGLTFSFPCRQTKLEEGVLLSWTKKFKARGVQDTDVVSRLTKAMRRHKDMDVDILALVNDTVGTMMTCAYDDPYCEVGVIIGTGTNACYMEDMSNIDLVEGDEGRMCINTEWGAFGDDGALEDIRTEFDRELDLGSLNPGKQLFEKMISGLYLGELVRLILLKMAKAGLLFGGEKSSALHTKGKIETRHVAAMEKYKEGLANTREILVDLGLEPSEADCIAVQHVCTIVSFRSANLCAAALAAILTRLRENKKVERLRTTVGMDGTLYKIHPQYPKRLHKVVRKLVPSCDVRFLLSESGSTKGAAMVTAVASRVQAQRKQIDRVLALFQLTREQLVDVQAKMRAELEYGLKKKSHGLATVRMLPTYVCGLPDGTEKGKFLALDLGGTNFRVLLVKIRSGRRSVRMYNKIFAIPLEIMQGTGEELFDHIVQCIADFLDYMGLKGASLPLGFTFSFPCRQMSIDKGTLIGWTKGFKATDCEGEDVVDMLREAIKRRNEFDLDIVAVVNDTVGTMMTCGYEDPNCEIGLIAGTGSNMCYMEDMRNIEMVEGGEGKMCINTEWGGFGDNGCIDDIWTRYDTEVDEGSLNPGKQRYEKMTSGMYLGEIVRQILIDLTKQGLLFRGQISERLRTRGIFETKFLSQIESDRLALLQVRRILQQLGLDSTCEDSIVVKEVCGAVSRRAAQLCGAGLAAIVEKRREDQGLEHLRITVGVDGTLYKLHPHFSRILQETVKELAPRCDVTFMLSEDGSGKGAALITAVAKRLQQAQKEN
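Material: recombinant HKDC1 hexokinase; Amount: HKDC1 at 5 µg/mL; Medium: Tris pH 8.0 buffer with MgCl2, Tween-20, BSA, BME; Schedule: 90 min reaction incubation at room temperature, dark; Technique: coupled resazurin fluorescence, excitation 525 nm, emission 613 nm.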
MIN6 prolif = MIN6 beta-cell proliferation induction; proliferation, % at 10 µM; AID 2380; MIN6 cells proliferation, ATPlite luminescence, 48 h; cells starved in 0.2% serum; 100% = growth in 10% serum; actives 0.29% (n = 330,000);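 active = compounds whose signal lies at least 3.5 SD above the mean of all wells on their plate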;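 note: 0% = DMSO-treated cells in low-serum medium and 100% = 10% serum control; some compounds called inactive have numbers as strong as hits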
The depositor's hits bear a star; . = not tested or not shown. Rows are unselected; overall some 4% were active at least once.

SMILES	SENP6 inh	UBC13 polyUb	PfG6PD inh	SENP1 inh	SENP8 block-1	SENP8 block-2	SENP7 block	HKDC1 inh	MIN6 prolif
CCOc1ccc(NC(=S)NN(C)C(=S)Nc2ccc(OCC)cc2)cc1	-14	18	17	0	14	-2	0	2	-2
Cc1ccccc1COn1nnc2ccc(S(=O)(=O)N3CCOCC3)cc21	-5	3	-10	1	4	2	2	-3	5
Cc1cc(-c2nnc(CCC(=O)NC(C)c3cccc4ccccc34)o2)no1 (stereo not drawn)	-20	-6	5	0	11	3	-4	-5	1
Cc1cc(C(C)(C)C)nc2[nH]n(-c3ccccc3)c(=O)c12	-3	-20	30	2	-11	-20	1	0	-2
COc1ccc(CCNC(=O)c2ccc(Cl)cc2)cc1	-14	-5	-18	-2	16	-11	-12	-1	-1
COC1CCCN(C(=O)c2ccc3oc(Cc4ccc(Cl)cc4)nc3c2)C1 (stereo not drawn)	-2	-1	10	2	0	-2	2	3	5
Cc1ccc(CNC(=O)CSc2nnc(CNC(=O)c3ccccc3)o2)cc1	-14	-4	15	2	2	1	-9	-4	-3
COc1ccc(CCC(=O)OCc2csc(CC(=O)Nc3ccc(C)cc3)n2)cc1OC	-7	13	16	-55	-36	-7	5	-6	-1
COc1ccc(S(=O)(=O)Cc2ccc(C(=O)N3CCN(c4ncccn4)CC3)o2)cc1	-12	-9	-1	1	-29	-12	-17	-6	3
Cc1cccc(C(C(=O)NC2CCCC2)N(Cc2cccnc2)C(=O)c2csnn2)c1 (stereo not drawn)	-6	-5	5	0	10	0	-7	-3	1
COc1ccc(CCNC(=O)c2cc(C3CC3)nc3c2cnn3C(C)C)cc1	-13	4	18	-1	-178	-4	-1	-2	-1
CC(C)(C)c1ccccc1N=Cc1ccc2ccccc2n1	1	-5	3	-3	19	-11	1	5	-2
O=C(C1CCCN(S(=O)(=O)c2cccs2)C1)N1CCC(N2CCCCC2)CC1 (stereo not drawn)	-4	-3	-15	-13	-14	-1	-5	-1	0
Cc1ccccc1Oc1ccc2c(c1)[C@@H]1C[C@H](N(C)C(=O)Nc3cc(Cl)cc(Cl)c3)[C@H]([C@H](C)O)C(=O)N1CC2	.	.	15	-3	-5	.	.	0	.
CC(=O)N(c1ccccc1)C1CCCC1	-7	-6	0	3	13	-11	5	-13	-2
CC(=O)N1c2ccc(S(=O)(=O)NCC3CCC(C(=O)NC4CCCCC4C)CC3)cc2CC1C (stereo not drawn)	-27	1	-1	1	20	0	1	-6	-1
C/C(=N\Nc1ccc(S(N)(=O)=O)cc1[N+](=O)[O-])c1ccccc1O	-22	-57	-2	1	39	-10	-1	-2	0
O=C(COc1ccc2c(c1)CCC2)N1CCc2ccccc21	43	-1	-8	0	22	7	15	4	-4
CC1(C)Cc2c(sc(NC(=O)C(=O)N3CCCCC3)c2C(=O)O)CO1	-10	-7	0	1	11	-10	-18	-5	-1
COCCNC(=O)CNC(=O)c1nn(-c2ccc(OC)c(Cl)c2)c(=O)c2ccccc12	11	-5	-2	1	-171	11	10	-4	-4
COc1cccc(C(=O)O/N=C(\N)Cc2ccc(Cl)cc2)c1	-11	2	0	2	4	-10	-7	-7	0
CCOc1cc(C(=O)Nc2ccc(C)cc2C)ccc1OCC(=O)N1CCCCC1	-12	-7	5	2	8	-5	-2	-11	-3
Cc1cccc(N2C(=O)CC(Sc3nnc(C)s3)C2=O)c1 (stereo not drawn)	-29	-6	-12	2	26	-10	-3	2	-3
COc1cc(C(=O)NCc2cccnc2)ccc1OCC(=O)Nc1cccc(C(F)(F)F)c1	-2	-1	-4	-1	-36	-8	0	-7	-6
CCCNC(=S)NC1CCCC1	-7	7	13	3	25	-5	4	5	-4
Next compounds follow.
SMILES	SENP6 inh	UBC13 polyUb	PfG6PD inh	SENP1 inh	SENP8 block-1	SENP8 block-2	SENP7 block	HKDC1 inh	MIN6 prolif
CCn1c2ccccc2c2nnc(SCN3C(=O)c4ccccc4C3=O)nc21	.	.	5	4	9	.	.	1	.
CC(NS(=O)(=O)c1ccc(Br)cc1)c1ccccc1 (stereo not drawn)	-1	0	-1	1	8	2	1	3	1
Cc1nnc2n1N=C(c1ccc3c(c1)NC(=O)CO3)CS2	-2	4	4	.	.	0	-3	6	-3
COc1cc(OC)c(C(=O)NNC(=S)NC2CCCCC2)cc1OC	8	3	4	5	-68	5	0	-8	0
COc1ccc(CCNC(=O)CCNC(=O)c2ccccc2Cl)cc1	-43	5	-9	-1	6	1	-4	-5	0
COc1ccc(OC)c(C2C(C(C)=O)=C(O)C(=O)N2CCC(=O)O)c1 (stereo not drawn)	-10	-2	-1	1	14	5	7	-5	-2
CCC1CCCCN1C(=O)COC(=O)c1cc(C)nc2ccccc12 (stereo not drawn)	-8	5	1	1	-19	-3	0	2	1
CCOC(=O)[C@H]1[C@H]2COc3ccc(Cl)cc3[C@@H]2N2C(=O)c3cc(OC)ccc3NC(=O)[C@@]12C	-25	11	1	3	-83	-10	2	-2	-4
COc1ccc(NCc2ccc(OC)c(Cn3ccnc3)c2)c(OC)c1	11	-3	21	0	22	4	5	9	1
COc1cc(NC(=O)CSc2nnc3ccc(-c4cccnc4)nn23)cc(OC)c1	-13	24	9	0	-79	-11	11	1	1
COc1cccc(CNC(=O)COC(=O)/C(C#N)=C/c2ccc(N(C)C)cc2)c1	-10	-11	0	-46	-26	3	-6	0	-1
CC1CC(C)CN(C(=O)CCCn2c(=O)c3cccn3c3cccnc32)C1 (stereo not drawn)	5	-6	-6	-5	2	9	-6	-3	-2
Cc1cc(C(=O)OCC(=O)Nc2ccc(F)cc2)c(C)o1	-20	-7	9	3	15	-8	-2	0	-4
CC(C)(C)N1C(=O)c2ccc(C(=O)O)cc2C1=O	-21	-4	-30	0	17	-1	3	3	-6
O=C1c2ccccc2CC1(Cc1ccccc1)Cc1ccccc1	-15	-2	16	-2	21	-14	-5	6	-6
COc1ccc(CC(=O)N2CCN(c3ccc(F)cc3)CC2)cc1	-11	-5	8	14	-2	-7	-14	-4	-4
O=C(CS(=O)(=O)c1ccc(F)cc1)N1CCOCC1	-9	-13	3	2	-2	-3	-3	-4	5
COc1ccc(Nc2nnc(-c3ccc(O)cc3)c3ccccc23)cc1	-20	10	44	3	-31	1	4	8	-3
CCOc1ccc(Br)cc1S(=O)(=O)Nc1cccc(S(=O)(=O)N(CC)CC)c1	-12	-8	-10	3	0	-8	-6	2	-1
COc1ccc(C2=Nn3c(nnc3-c3ccncc3)SC2)cc1OC	-13	0	17	-2	-1	1	4	9	8.6*
CC1CCCCN1CCCNc1ccc(C(CC(N)=O)NC(=O)c2ccccc2)cc1[N+](=O)[O-] (stereo not drawn)	-10	-29	8	1	16	-13	6	-5	-4
COc1ccc(OC)c(N(CC(=O)NCc2ccccn2)S(C)(=O)=O)c1	-4	-7	-11	-3	30	-7	2	2	0
O=C(CCSc1ccccc1)NCC1CCCO1 (stereo not drawn)	-7	-7	13	0	20	-3	-1	-8	1
COc1ccc2nc(C)cc(SCC(=O)Nc3c(C)cc(C)cc3C)c2c1	-6	-5	5	2	-22	5	8	-16	-2
COc1ccccc1NS(=O)(=O)c1cccc(C(=O)NCc2ccncc2)c1	6	9	9	0	12	5	2	-1	-1
More structures.
SMILES	SENP6 inh	UBC13 polyUb	PfG6PD inh	SENP1 inh	SENP8 block-1	SENP8 block-2	SENP7 block	HKDC1 inh	MIN6 prolif
CN(C(=O)COC(=O)c1cccnc1Nc1ccccc1F)C1CCS(=O)(=O)C1 (stereo not drawn)	58*	-6	-4	3	-20	23	56*	-5	1
Cc1ccc2cc(-c3noc(C4CCCCC4)n3)c(=O)[nH]c2c1	-15	13	-14	-2	-397	-7	-1	2	4
C[C@@H]1O[C@@H](Oc2c(-c3cc(O)c(O)c(O)c3)oc3cc(O)cc(O)c3c2=O)[C@H](O)[C@H](O)[C@H]1O	11	50*	28	11	35	1	-4	1	-7
O=C(c1cc(C2CC2)on1)N1CCN(c2ccc(F)cc2)CC1	-4	-8	17	-1	-2	11	1	0	0
Clc1ccc(C2=NOC(c3nnc(-c4ccccc4)o3)C2)cc1 (stereo not drawn)	2	-2	7	1	9	-4	-4	-1	-1
O=S(=O)(c1cccc(-n2cnnn2)c1)N1CCOCC1	-6	-6	8	1	11	-5	8	14	0
O=C(Nc1ccccc1C(=O)Nc1ccccn1)c1cccc([N+](=O)[O-])c1	5	-4	-5	1	12	-5	10	-7	-3
Cc1ccc(S(=O)(=O)c2c(N)n(-c3ccccc3)c3nc4ccccc4nc23)cc1	-9	10	7	-56	-353	-2	3	-4	0
CC(=O)c1ccc(S(=O)(=O)N2CCN(CCOc3ccc(Br)cc3)CC2)cc1	-4	14	1	0	11	-6	5	2	-4
CN(Cc1ccccc1)C(=O)COc1ccc(-c2nnco2)cc1	-9	-4	-8	2	7	-6	-5	-3	0
COc1cc(NC(=O)CCN2CCN(C/C=C/c3ccccc3)CC2)cc(OC)c1	11	-2	2	0	8	1	-2	-1	0
CC(C)(C)[C@H]1COC(=O)[C@H](Cc2ccc(F)cc2)CC/C=C/C[C@@H](CC(=O)N[C@H](CO)Cc2ccccc2)C(=O)N1	-15	-6	-2	2	6	4	4	-3	-3
CCCc1ccc(-c2cc(C(=O)Nc3ccc([N+](=O)[O-])cn3)c3ccccc3n2)cc1	-4	-9	-10	0	-27	-6	-1	11	-2
O=C(N/N=C/c1ccccc1Cl)c1nc2ccc([N+](=O)[O-])cc2c(=O)[nH]1	57*	-60	-3	-34	-50	75*	46	6	2
O=C(CCN1CCN(S(=O)(=O)c2cccc([N+](=O)[O-])c2)CC1)Nc1ccccc1F	5	0	17	0	17	1	13	-2	-2
COCCn1nnnc1C(c1ccc(OC)c(OC)c1)N1CCc2ccccc21 (stereo not drawn)	3	3	-11	-3	10	10	8	-3	-1
COc1ccc(OC)c(N/C(C)=C/C(=O)c2ccc(Br)cc2)c1	8	6	19	1	31	0	1	2	-2
COC(=O)c1ccc(N2CCOCC2)c(NC(=O)c2ccc(Br)o2)c1	-5	0	11	0	-24	3	5	-5	2
Cc1ccccc1OCCC(=O)Nc1ccccc1C(=O)N1CCCCC1	-5	-3	11	-1	1	-3	6	-6	0
COc1cc(C)c2occ(/C(C)=N\O)c2c1	17	6	12	-2	2	5	4	-5	1

Some of the entries above, set out differently.
Sequence of screens: SENP6 inh, UBC13 polyUb, PfG6PD inh, SENP1 inh, SENP8 block-1, SENP8 block-2, SENP7 block, HKDC1 inh, MIN6 prolif
Cc1ccc(S(=O)(=O)c2c(N)n(-c3ccccc3)c3nc4ccccc4nc23)cc1
→ -9, 10, 7, -56, -353, -2, 3, -4, 0
CC(=O)c1ccc(S(=O)(=O)N2CCN(CCOc3ccc(Br)cc3)CC2)cc1
→ -4, 14, 1, 0, 11, -6, 5, 2, -4
CN(Cc1ccccc1)C(=O)COc1ccc(-c2nnco2)cc1
→ -9, -4, -8, 2, 7, -6, -5, -3, 0
COc1cc(NC(=O)CCN2CCN(C/C=C/c3ccccc3)CC2)cc(OC)c1
→ 11, -2, 2, 0, 8, 1, -2, -1, 0
CC(C)(C)[C@H]1COC(=O)[C@H](Cc2ccc(F)cc2)CC/C=C/C[C@@H](CC(=O)N[C@H](CO)Cc2ccccc2)C(=O)N1
→ -15, -6, -2, 2, 6, 4, 4, -3, -3
CCCc1ccc(-c2cc(C(=O)Nc3ccc([N+](=O)[O-])cn3)c3ccccc3n2)cc1
→ -4, -9, -10, 0, -27, -6, -1, 11, -2
